RBX1-CUL1 inh: inhibitors of human ROC1-CUL1 ubiquitin ligase activity; in vitro K48 di-Ub FRET, acceptor:donor ratio, 45 min; inhibition, % at 10 µM; 140,000 tested, 0.6% active; AID 1347404, 2020; in the data active means inhibition above about 25%
Target sequence (P62877 whole entry, looked up): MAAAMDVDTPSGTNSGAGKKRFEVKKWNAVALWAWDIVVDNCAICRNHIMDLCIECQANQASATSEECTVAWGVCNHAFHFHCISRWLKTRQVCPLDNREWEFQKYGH
Target sequence (Q13616 whole entry, looked up): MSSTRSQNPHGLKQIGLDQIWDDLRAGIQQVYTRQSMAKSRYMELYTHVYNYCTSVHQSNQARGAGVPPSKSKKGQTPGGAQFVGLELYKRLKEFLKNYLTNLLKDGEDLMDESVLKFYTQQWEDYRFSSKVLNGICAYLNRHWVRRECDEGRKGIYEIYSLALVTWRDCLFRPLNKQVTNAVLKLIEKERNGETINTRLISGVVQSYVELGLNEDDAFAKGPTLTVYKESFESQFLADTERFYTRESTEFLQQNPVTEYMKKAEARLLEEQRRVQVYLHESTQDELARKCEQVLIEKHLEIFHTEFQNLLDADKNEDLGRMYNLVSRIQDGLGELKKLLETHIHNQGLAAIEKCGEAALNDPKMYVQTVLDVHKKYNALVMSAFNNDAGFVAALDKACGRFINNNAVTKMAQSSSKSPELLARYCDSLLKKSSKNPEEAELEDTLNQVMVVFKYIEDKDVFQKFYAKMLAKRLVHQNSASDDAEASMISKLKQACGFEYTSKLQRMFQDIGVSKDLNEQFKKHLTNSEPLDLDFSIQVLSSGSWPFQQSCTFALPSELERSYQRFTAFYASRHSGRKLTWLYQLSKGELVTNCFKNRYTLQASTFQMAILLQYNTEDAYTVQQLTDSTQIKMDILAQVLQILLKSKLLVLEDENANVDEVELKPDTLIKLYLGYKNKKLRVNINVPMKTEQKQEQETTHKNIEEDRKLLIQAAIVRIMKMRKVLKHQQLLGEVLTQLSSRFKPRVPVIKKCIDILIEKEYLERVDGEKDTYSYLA
The depositor's hits bear a star.

SMILES | RBX1-CUL1 inh
C(Cc1nn[nH]n1)OCCc1nn[nH]n1 | 9
COc1ccc(OC)c(NC(=O)C(C)n2c(=O)c(-c3ccccc3NC(C)=O)nc3ccccc32)c1 (stereo not given) | -1
CCOc1ccc(S(=O)(=O)c2c(C(=O)c3ccc(CC)cc3)cnc3ccc(C)cc23)cc1 | -7
CSc1ccccc1C1=c2cc(Cl)ccc2=NC1(C#N)c1ccccc1SC (stereo not given) | 3
O=C(c1cc(COc2ccccc2)[nH]n1)N1CCCN(Cc2cccs2)CC1 | -2
CN(Cc1ccccc1)C(=O)c1cc2c(=O)n3ccccc3nc2n1C | -2
CCc1ccc(-c2csc(NC(=O)Cc3ccccc3)c2C(=O)OC)cc1 | 6
CCn1c(CNC(=O)c2ccccc2F)nnc1SCC(=O)Nc1cc(C)ccc1OC | 2
O=C(/C=C/c1ccc(OC(=O)c2ccc(F)cc2)cc1)c1ccccc1 | -1
CCC1CCCCN1C(=O)c1cn(CCOC)cc(C(=O)NCC2(c3ccccc3)CCCC2)c1=O (stereo not given) | 6
O=C1/C(=C\c2ccc3c(c2)OCO3)SC(=Nc2ccccc2)N1Cc1cccnc1 | -1
COC(=O)CCC(=O)NCc1cccnc1N1CCCCCCC1 | 11
COC(=O)c1c(NC(=O)c2cc(C)oc2C)sc2c1-c1ccccc1CC2 | 4
COc1ccc(C(=O)NCC(=O)N/N=C/c2ccc(C(=O)O)cc2)cc1OC | -2
CN1CCN(C2(CNC(=O)c3ccc([N+](=O)[O-])cc3)CCCCC2)CC1 | -1
COc1ccc(CN2CCNC(=O)C2CC(=O)N(C)Cc2cc(C)no2)cc1OC (stereo not given) | 1
Nc1sc2c(c1C(=O)NC1CCS(=O)(=O)C1)CCC2 (stereo not given) | 0
O=C(CSc1nc(CSc2ccc(Cl)cc2)cc(=O)[nH]1)Nc1ccc(Cl)cc1Cl | 13
CN1CCN(C(=O)c2ccccc2C(=O)Nc2ccc3nc(SCc4ccc(F)cc4)sc3c2)CC1 | -11
c1ccc2sc(SCCOCCSc3nc4ccccc4s3)nc2c1 | 0
Cc1cc(C)c(CC(C)(C)C)c(C)c1CC(C)(C)C | 13
COc1ccc(N2CCN(C(=O)Nc3cccc(Cl)c3)CC2)cc1 | -9
CCSC1=NC2=NC3=C(C(=O)CC(C)(C)C3)C(c3ccc(OC)c(OC)c3)C2C(=O)N1 (stereo not given) | 4
Cc1ccc(N(CC(C)C)S(=O)(=O)c2nnc(NC(=O)C(C)C)s2)cc1 | 1
Nc1nc(Nc2ccc(O)cc2)nc2ccccc12 | 0
COc1ccc(S(N)(=O)=O)cc1C(=O)NCCCN1CCN(c2ccccc2OC)CC1 | -2
CC(C)c1cnc2c(c1SCC(=O)c1ccc(Cl)cc1)c(=O)n(C)c(=O)n2C | 7
COc1cc(OC)c(Nc2nc3ccccc3nc2-n2nc(C)cc2C)cc1Cl | 4
Cc1c(C)n2c3c(=O)[nH]c(=O)n(C)c3nc2n1CCN1CCCC(C)C1 (stereo not given) | 6
C=CCOC(=O)C1C(C)=NC(S)=C(C#N)C1c1cccs1 (stereo not given) | 2

7 compounds already listed, arranged by molecular weight, high to low.
SMILES | RBX1-CUL1 inh
COc1ccc(S(N)(=O)=O)cc1C(=O)NCCCN1CCN(c2ccccc2OC)CC1 | -2
CCSC1=NC2=NC3=C(C(=O)CC(C)(C)C3)C(c3ccc(OC)c(OC)c3)C2C(=O)N1 (stereo not given) | 4
COc1cc(OC)c(Nc2nc3ccccc3nc2-n2nc(C)cc2C)cc1Cl | 4
Cc1c(C)n2c3c(=O)[nH]c(=O)n(C)c3nc2n1CCN1CCCC(C)C1 (stereo not given) | 6
C=CCOC(=O)C1C(C)=NC(S)=C(C#N)C1c1cccs1 (stereo not given) | 2
Cc1cc(C)c(CC(C)(C)C)c(C)c1CC(C)(C)C | 13
Nc1nc(Nc2ccc(O)cc2)nc2ccccc12 | 0

As a short view, part of the list above.
SMILES | RBX1-CUL1 inh
Cc1ccc(N(CC(C)C)S(=O)(=O)c2nnc(NC(=O)C(C)C)s2)cc1 | 1
Nc1nc(Nc2ccc(O)cc2)nc2ccccc12 | 0
COc1ccc(S(N)(=O)=O)cc1C(=O)NCCCN1CCN(c2ccccc2OC)CC1 | -2
CC(C)c1cnc2c(c1SCC(=O)c1ccc(Cl)cc1)c(=O)n(C)c(=O)n2C | 7
COc1cc(OC)c(Nc2nc3ccccc3nc2-n2nc(C)cc2C)cc1Cl | 4
Cc1c(C)n2c3c(=O)[nH]c(=O)n(C)c3nc2n1CCN1CCCC(C)C1 (stereo not given) | 6
C=CCOC(=O)C1C(C)=NC(S)=C(C#N)C1c1cccs1 (stereo not given) | 2

Next entries follow.
SMILES | RBX1-CUL1 inh
CCc1ccccc1NS(=O)(=O)Cc1ccc(F)cc1 | 4
Cc1ccccc1CNC(C)c1cnc(-c2ccncc2)nc1C (stereo not given) | 0
Cc1ccccc1-c1nc2cc(NC(=O)c3cccc(OCCC(C)C)c3)ccc2o1 | 4
CC(=O)c1c(C)[nH]c(C)c1-c1ccccc1 | 3
COc1cccc(-c2nc(CS(=O)(=O)CC(=O)N3CCN(c4cc(C)ccc4C)CC3)c(C)o2)c1 | 2
Cc1cccc(C(=O)Nc2ccc(C(=O)OCc3cc(=O)n4nc(CC(C)C)sc4n3)cc2)c1 | -5
CC1=CC(=O)C(C(c2cccc(F)c2)N2CCN(c3ccccc3)CC2)C(=O)N1Cc1ccco1 (stereo not given) | 2
CCOc1ccc(S(=O)(=O)Nc2cccc(-c3ccc(N4CCCC4)nn3)c2)cc1 | 4
O=C(NCCc1ccccc1)c1cccc(OC2CCN(Cc3ccn[nH]3)CC2)c1 | -3
CCOc1ccc2c(c1)c(=O)c(S(=O)(=O)c1ccc(CC)cc1)cn2Cc1cccc(Cl)c1 | 9
Nc1ccc2oc(-c3ccccc3Br)nc2c1 | -1
O=C(NN1C(=O)/C(=C/c2ccc(F)cc2)SC1=S)c1ccncc1 | 8
O=C(O)Cn1nnn(-c2ccccc2)c1=O | -1
Cc1ccc(CNc2nc3nc(C)c(Cl)c(C)n3n2)cc1 | -6
Cc1ccc(C)c(N2CCN(C(=O)CN3CCSc4ccc(S(=O)(=O)N(C)C)cc43)CC2)c1 | -7
COc1ccc2c(Sc3ccccc3)c(C(=O)NCc3cc(Br)ccc3OC)[nH]c2c1 | 4
Cc1ccc(OCCNC(=O)Cn2cnc3c(=O)n(C)c(=O)n(C)c32)cc1C | -5
CCc1ccccc1NS(=O)(=O)c1ccc(C)c([N+](=O)[O-])c1 | 14
COc1ccc(OCCSc2nc3ccccc3n2CC(=O)N2CCOCC2)cc1 | 3
COCCOC(=O)C1=C(C)OC(=N)C(C#N)C1c1ccc(C)cc1 (stereo not given) | 0
O=C1CCC(=O)N1CSC(=S)NN=C1CCCCC1 | 3
COc1cc(C(=O)N(Cc2cc3cccc(C)c3[nH]c2=O)c2ccccc2)cc(OC)c1OC | 9
O=C1C=C(c2ccncc2)N(c2ccccc2)C(=O)C1c1ccccc1 (stereo not given) | 1
CC(=O)Nc1ccccc1NC(=S)Nc1ccc(F)cc1 | 2
O=C(c1ccc(C#Cc2ccc(F)cc2)cc1)c1ccc(C#Cc2ccc(F)cc2)cc1 | 0
Cc1c(Cl)cccc1NS(=O)(=O)c1ccc2c(c1)[C@H]1C=CC[C@H]1[C@@H](c1ccc(Cl)cc1Cl)N2 | -5
Cn1nc(C(=O)N2CCCC(CCc3ccccc3C(F)(F)F)C2)ccc1=O (stereo not given) | -7
CC(=O)Nc1ccccc1-c1nc2ccccc2n(C(C)C(=O)Nc2cc(Cl)ccc2C)c1=O (stereo not given) | 3
COc1ccc(CC(=O)Nc2cccc(SC)c2)cc1 | 1
O=C(Nc1cccc(O)c1)c1ccccc1 | 5
CC1C(=NC(=O)c2ccc(N(C)S(C)(=O)=O)cc2)C(=O)N(c2ccccc2)N1C (stereo not given) | -4
O=C1CCC(CCNCCOc2ccc(F)cc2)N1Cc1nc(-c2ccccc2)cs1 (stereo not given) | 2
Cc1cc([N+](=O)[O-])ccc1NC(=O)CSc1nnc(Cc2ccccc2)o1 | -2
CCCC[N+]1(C)Cc2ccccc2C1 | 4
CCCCCCOc1nc(C)nc2c1sc1nc3c(cc12)COC(C)(C)C3 | 1
O=C(CSc1nccn1-c1ccc(F)cc1)Nc1ccc(OC(F)(F)F)cc1 | -1
Cc1ccc(F)cc1NC(=O)CSc1nc(-c2cccs2)cc(C(F)(F)F)n1 | 4
CCOCC(O)CNCc1cn[nH]c1-c1ccc(OC)c(F)c1 (stereo not given) | -6
CCCCc1ccc(C(=O)N2CCN(C)CC2)cc1 | -5
Cc1ccc(NC(=O)CN2C(=O)N=C(Cc3ccc(Sc4ccc(Cl)cc4)o3)C2=O)cc1 | -3

As entered above.
In RBX1-CUL1 inh, `O=C(CSc1nccn1-c1ccc(F)cc1)Nc1ccc(OC(F)(F)F)cc1` is entered as -1
In RBX1-CUL1 inh, `Cc1ccc(F)cc1NC(=O)CSc1nc(-c2cccs2)cc(C(F)(F)F)n1` is entered as 4

Following part:
SMILES | RBX1-CUL1 inh
COc1ccccc1OCc1cc(C(=O)NC2CCCCCC2)no1 | -3
COC(=O)c1c(NC(=O)c2cc(-c3ccc(C)c(C)c3)nc3ccccc23)sc2c1-c1ccc(OC)cc1CC2 | -7
CCOC(=O)NC(Nc1ccc(S(=O)(=O)Nc2ncccn2)cc1)(C(F)(F)F)C(F)(F)F | 1
CC(=NCc1ccc(Cl)cc1)C1N=C(c2ccc(Cl)cc2)OC1=O (stereo not given) | 7
CCOCCn1c(=O)c2c(nc3n2CCCN3c2cccc(C)c2)n(C)c1=O | -2
CCOC(=O)c1sc(NC(=O)c2nc(SCC)ncc2Cl)c(C(=O)OCC)c1C | -2
CCC(C)NC(=O)c1ccc(-n2c(-c3ccccc3)cc3c2CCCC3)cc1 (stereo not given) | 6
COc1cccc(N2C[C@@H]3C[C@@H](/C=C/c4ccco4)N4CCC[C@@]34C2=O)c1 | 2
CCc1nc2c(cnn2-c2ccc(C)cc2)c(=O)n1-c1ccc(C)cc1 | -6
O=C1NC(=Nc2ccccc2O)S/C1=C/c1cccc(Br)c1 | 8
NC(=O)NNC(=S)c1ccc(Cl)cc1 | 16
CN1CCN(C(=O)c2ccc3c(c2)N(Cc2c(F)cccc2Cl)C(=O)c2ccccc2S3)CC1 | 14
O=C1c2ccc(-c3nc4ccccc4s3)cc2C(=O)N1Cc1ccncc1 | -2
COC(=O)c1ccccc1-c1ccc(/C=C2/C(C)=C(C#N)c3nc(N)c(C#N)c(C)c32)o1 | 8
Cc1ccccc1OCCCCn1c(C2CC(=O)N(c3ccccc3Cl)C2)nc2ccccc21 (stereo not given) | 3
O=C(NC(=S)Nc1ccc(S(=O)(=O)N2CCc3ccccc32)cc1)c1cccs1 | -7
O=C1NN(c2ccc(I)cc2)C(=O)/C1=C\c1ccc(Br)cc1 | 59*
COCCc1nn2c(=O)cc(COC(=O)c3ccc(OC)c(OC)c3)nc2s1 | 1
Cc1ccc2c(CC(=O)N3CCOCC3)coc2c1C | -4
CCOC(=O)c1ccccc1NC(=O)c1nn(-c2ccc(OC)c(Cl)c2)c(=O)c2c1c1ccccc1n2C | -1

Looked up by compound from above:
SMILES | RBX1-CUL1 inh
O=C(/C=C/c1ccc(OC(=O)c2ccc(F)cc2)cc1)c1ccccc1 | -1
c1ccc2sc(SCCOCCSc3nc4ccccc4s3)nc2c1 | 0

Continued:
SMILES | RBX1-CUL1 inh
Cc1ccc(NC(=O)c2ccc(C(F)(F)F)cc2)nc1 | -2
Nc1nonc1-c1noc(N2CCCC2)n1 | -7
CC(C)OCCCNC(=O)C1CCN(c2ccccc2)C1=O (stereo not given) | -7
CCOC1=CC(=Cc2c(N)n3nc(-c4ccc(C)cc4)sc3nc2=O)C=CC1=O | 7
Cc1ncoc1C(=O)N1CCC(C2CCN(Cc3ccc(Cl)cc3)C2)CC1 (stereo not given) | -2
CCc1c(-c2n[nH]c(=S)n2-c2cc(C)ccc2C)csc1C | 0
N#CCSc1nc2c(c(-c3cccnc3)c1C#N)CCCC2 | 1
CCC(Sc1nc(-c2ccccc2F)nc2c1Cc1c(CO)cnc(C)c1O2)C(=O)Nc1cc(C)ccc1C (stereo not given) | -18
O=C(CSc1ccccn1)Nc1ccc2nc(SCc3ccccc3F)sc2c1 | 8
CN1CCN(C2c3ccccc3COc3ccccc32)CC1 (stereo not given) | -1
Cc1ccc(OS(=O)(=O)c2ccc(N3C(=O)CCC3=O)cc2)c(-n2nc3ccccc3n2)c1 | -5
O=C(CC(=O)C(C(=O)c1ccc(Cl)cc1)c1ccccc1)c1ccccc1 (stereo not given) | -1
CCc1noc(C)c1C(=O)Nc1ccc(Cl)c(Cl)c1 | 12
CN(C)c1ccc(NC(=S)NC(=O)C(c2ccccc2)c2ccccc2)cc1 | 12
NS(=O)(=O)c1cccnc1Nc1cccc(Cl)c1Cl | 3
O=C(c1ccccc1)C(Cn1ccnc1)Cn1ccnc1 | 7
COc1ccc(-c2cn3nc(N4CCCC(C(=O)NCc5ccc(Cl)cc5)C4)sc3n2)cc1 (stereo not given) | -8
Cc1cc(CNc2ccc(-c3nc(COc4ccccc4)no3)cn2)no1 | -4
Cc1nn(CC(=O)NCc2ccc(N(C)C)cc2)c(=O)c2c(C)n(-c3ccc(Cl)cc3)nc12 | 5
COc1ccc(/C=C/[C@@H]2C[C@H]3CN(Cc4cccnc4)C(=O)[C@]34CCCN24)cc1 | 9
CC(=O)c1ccc(NC(=O)CSc2nccn2Cc2ccco2)cc1 | 0
CCOC(=O)c1ccccc1NC(=O)Cn1c(=O)n(-c2cccc(C)c2)c(=O)c2c1c1cc(C)ccc1n2C | -4
Cc1cc(C)c(NC(=O)COc2ccccc2Br)c(Cl)c1 | 5
O=C(CSc1nccn1-c1ccc(F)cc1)Nc1cccc2ccccc12 | -2
Cc1ccc(OCC(=O)Nc2ccc3nc(SCC(=O)N4CCOCC4)sc3c2)cc1 | 3
COc1ccc(S(=O)(=O)N(CC(=O)NCc2ccco2)c2ccc(C)cc2)cc1 | 7
CCC(C)OC(=O)C1C(C)=NC2=C(C(=O)CC(c3ccc(OC)cc3)C2)C1c1ccc(OC)c(OC)c1 (stereo not given) | -1
CC(C)CC(=O)NC(=S)Nc1ccc(S(N)(=O)=O)cc1 | -13

Assay outcomes as filed in PubChem BioAssay.

A portion of the library; count on the stated rates, not on these rows.
